ABCG2 block – blocks JC-1 efflux by human ABCG2 transporter; IgMXP3 cells, flow cytometry; inhibition, % at 6.6 µM; 0.1% of 190,000 active;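 active = inhibition above 80%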;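 note: 0% = DMSO and 100% = nicardipine control wells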
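Assay system – ABCG2 IgMXP3 and barcoded ABCB1 CCRF-Adr cell mix · Input – 3 million cells/mL in well · Reagent – JC-1 fluorescent substrate · Compound – single test compound dose, 6.6 µM final · Timing – 10 min exposure at 25 °C with rotation, no wash · Detection – flow cytometry of retained JC-1 fluorescence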
Bcl-XL Bim block – disrupts Bim peptide binding to human Bcl-XL. Q07817. bead flow cytometry, fluorescence. inhibition, % at 10 µM. 0.04% of 190,000 active
Avidin bead fluor – avidin bead compound fluorescence profile; 0.38% of 220,000 active; fluorescence (KMESF) at 10 µM; Avidin beads, compound fluorescence 488/530 nm, flow cytometry; stronger effect = higher value; AID 1775; in the data active = fluorescence above about 47; note: inactives centre near 10
GSH bead fluor – compound fluoresces at 488/530 nm on GSH beads | GSH beads flow cytometry, compound fluorescence 488/530 nm; stronger effect = higher value | fluorescence (KMESF) at 10 µM | 0.25% of 190,000 active | AID 1776; in the data active = fluorescence above about 89;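 note: glutathione beads carrying GST-tagged Bcl family fusion proteins plus one bare bead set; values are compound well signal with DMSO vehicle wells as background; inactives centre near 16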
RGS4-Gao reg – human RGS4-Galphao interaction regulation; binding response (% of control), % at 10 µM; AID 1415; 0.33% of 220,000 active; Multiplexed bead flow cytometry, RGS4-Galphao binding; actives lie on both sides; in the data active = binding response below about 49% or above about 150%; inactive = in between;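 note: fluorescent Galphao activated with aluminum fluoride binding bead-coupled RGS4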
Target sequence (P09471 whole entry, looked up): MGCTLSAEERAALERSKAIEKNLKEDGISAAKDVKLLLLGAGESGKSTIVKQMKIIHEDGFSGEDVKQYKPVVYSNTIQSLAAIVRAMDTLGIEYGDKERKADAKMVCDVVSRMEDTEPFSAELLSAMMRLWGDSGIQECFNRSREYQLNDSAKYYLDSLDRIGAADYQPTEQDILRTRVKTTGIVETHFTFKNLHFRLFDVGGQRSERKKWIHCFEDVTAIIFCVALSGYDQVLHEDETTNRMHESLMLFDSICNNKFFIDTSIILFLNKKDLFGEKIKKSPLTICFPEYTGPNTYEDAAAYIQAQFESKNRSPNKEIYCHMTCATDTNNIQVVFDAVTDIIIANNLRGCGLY
Bim-Bcl-2 – disrupts Bim peptide binding to human Bcl-2 | Bead-based flow cytometry, Bim peptide-Bcl-2 binding | inhibition, % at 10 µM | 0.06% of 190,000 active | AID 950; in the data active = inhibition above about 40%; inconclusive = no clear call, values can overlap the other calls;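 note: 0% = no compound wells with probe peptide and 100% = reference peptide inhibitor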
Target sequence (P10415 whole entry, looked up): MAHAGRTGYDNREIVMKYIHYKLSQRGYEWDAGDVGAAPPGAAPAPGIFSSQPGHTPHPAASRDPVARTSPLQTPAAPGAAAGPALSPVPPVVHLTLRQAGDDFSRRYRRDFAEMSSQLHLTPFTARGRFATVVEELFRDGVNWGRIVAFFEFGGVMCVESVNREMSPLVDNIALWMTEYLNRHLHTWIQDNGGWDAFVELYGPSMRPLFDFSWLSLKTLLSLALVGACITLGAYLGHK
RGS7-Gao – modulates binding of RGS7 to human Galphao | P09471 | Multiplexed bead flow cytometry; actives lie on both sides | binding response (% of control), % at 10 µM | 0.35% of 220,000 active | AID 1439; in the data active = binding response below about 49% or above about 150%; inconclusive = no clear call, values can overlap the other calls; inactive = in between;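 note: fluorescent Galphao held in activated GDP-AlF4 state binding bead-coupled RGS7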
ABCB1 block – blocks JC-1 efflux by human ABCB1 transporter; inhibition, % at 6.6 µM; P08183; 0.067% of 190,000 active; CCRF-Adr cells, flow cytometry; in the data active = inhibition above about 40%;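 note: 0% = vehicle and 100% = reference inhibitor; higher value means more JC-1 retained so stronger ABCB1 efflux block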
Bim-Bcl-W – human Bim-Bcl-W interaction inhibition; bead-based flow cytometry, Bim peptide-Bcl-W binding; inhibition, % at 10 µM; 0.02% of 190,000 active; AID 952;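 note: 0% = bound tracer without compound and 100% = peptide blocker; higher means less fluorescent Bim peptide bound to Bcl-W beads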
Target sequence (Q92843 whole entry, looked up): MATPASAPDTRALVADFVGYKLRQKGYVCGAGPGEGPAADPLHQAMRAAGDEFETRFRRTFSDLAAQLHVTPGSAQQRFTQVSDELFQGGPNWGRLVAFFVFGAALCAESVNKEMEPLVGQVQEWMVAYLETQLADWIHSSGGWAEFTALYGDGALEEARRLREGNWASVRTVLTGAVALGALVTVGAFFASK
Bcl-B Bim block – inhibitors of Bim-Bcl-B interaction, human; Q9HD36; bead-based flow cytometry, Bim peptide-Bcl-B binding; inhibition, % at 10 µM; 0.073% of 190,000 active; AID 951;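 note: 0% = tracer peptide without compound and 100% = reference inhibitor peptide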
Target sequence (Q9HD36 whole entry, looked up): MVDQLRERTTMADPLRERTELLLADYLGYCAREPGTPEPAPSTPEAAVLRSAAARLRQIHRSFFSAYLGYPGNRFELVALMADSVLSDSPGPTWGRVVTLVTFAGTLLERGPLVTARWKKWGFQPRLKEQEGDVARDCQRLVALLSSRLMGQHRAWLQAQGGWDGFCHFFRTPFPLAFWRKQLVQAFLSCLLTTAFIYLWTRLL
Bfl-1 Bim block – disrupts Bim binding to human Bfl-1; Q16548; Bead-based flow cytometry, Bim-Bfl-1 binding inhibition; inhibition, % at 10 µM; 0.12% of 190,000 active; AID 1008;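 note: 0% = wells without compound plus tracer and 100% = blocker peptide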
Starred values were filed as active, the others as inactive; ? = inconclusive; / = not tested or not shown. Cut-off read from the data, not from the text of the source, unless noted: active = inhibition above about 40%.

SMILES	ABCG2 block	Bcl-XL Bim block	Avidin bead fluor	GSH bead fluor	RGS4-Gao reg	Bim-Bcl-2	RGS7-Gao	ABCB1 block	Bim-Bcl-W	Bcl-B Bim block	Bfl-1 Bim block
Cc1ccc(CN2CCN(/N=C/c3ccc(Cl)c([N+](=O)[O-])c3)CC2)cc1	4	0	10	24	104	2	104	0.2	3	-1	-3
COC(=O)c1sccc1NC(=O)c1ccc(OC)c(OC)c1	30	-10	6	42	114	0	110	2.9	-1	-4	2
COc1cc(C)nn1-c1ccc(Cl)cc1	5	1	12	13	100	-2	98	0.4	-1	-3	-4
O=C(CN(Cc1cccs1)C(=O)CN1C(=O)COc2ccccc21)NCc1ccco1	0	0	11	23	99	2	96	-0.1	-3	2	1
O=C(COc1ccc2c(C(F)(F)F)cc(=O)oc2c1)Nc1ccc(N2CCOCC2)cc1	14	-3	10	10	98	-3	98	0.9	-5	-6	-4
O=C(NNC(=O)c1cccs1)c1ccc(Cl)cc1	4	-6	15	10	103	-10	106	1.0	-4	-8	-10
COc1ncnc2c1N=C1CC(C)(C)CC(N)=C1S2	0	0	5	6	97	1	101	0.1	-1	0	3
CCc1nc(NCCCCCO)c2nnn(Cc3ccccc3F)c2n1	2	-3	23	26	104	-8	103	-0.7	-5	-2	-5
O=C(c1cc(-c2cccs2)nc2ccccc12)N1CCN(S(=O)(=O)c2ccccc2)CC1	1	0	37	18	100	1	99	2.0	-2	1	0
Cn1c(N)c(C(=O)NCc2ccccc2)sc1=S	6	-5	11	25	94	-11	96	0.6	-2	-25	-1
Cc1cc(Cl)ccc1OCC(=O)NNC(=O)c1cnccn1	20	-1	10	28	102	1	99	0.8	0	5	2
Cc1[nH]c(=O)c(C#N)c2c1CCCC2	3	-3	13	35	101	-7	99	-0.2	0	-8	-13
COc1cc(-c2nc(-c3ccccn3)no2)cc(OC)c1OC	2	-2	4	20	91	-31	97	1.2	2	6	3
CC(C)NC(=S)NC(=O)c1ccc(-c2ccccc2)cc1	8	4	10	11	100	-1	98	1.0	3	2	0
Fc1ccccc1Cc1noc(CN2CCN(C/C=C/c3ccccc3)CC2)n1	0	-3	6	18	101	-8	97	0.9	-2	-4	-9
COc1ccc(Cn2nnc3c(=O)[nH]c(C4CCN(C(=O)c5ccccc5Cl)CC4)nc32)cc1	3	-5	21	9	98	-5	101	0.2	-7	-11	-19
Cc1cc(C(=O)c2ccccc2)c(NC(=O)CCl)s1	-3	-4	7	11	101	-3	109	-0.8	-4	-9	5
NNC(=O)C1CC1c1ccccc1 (stereo unspecified)	4	-14	12	21	98	-8	97	-0.1	-8	-14	-20
CC(C)(C)C(=O)C(Cc1ccccc1)n1cncn1 (stereo unspecified)	2	-7	11	33	99	-11	98	-0.1	-3	-10	-22
COc1cccc(CNc2nc3ccccc3n2CCN2CCCCC2)c1OC	3	-3	6	18	101	8	101	1.0	-4	-3	1
COc1ccc(NC(=O)NC23CC4(C)CC(C)(CC(C)(C4)C2)C3)cc1OC	28	-1	16	11	100	0	99	0.7	-2	0	0
Cc1nc(NC(=O)CN(C)S(=O)(=O)c2ccc(Br)cc2)sc1C	0	-7	6	16	102	-4	98	0.0	0	-9	-12
COc1ccc(NC(=O)CSc2nc(NS(=O)(=O)c3ccc(C)cc3)cc(=O)[nH]2)cc1	1	0	11	37	97	-2	90	-0.9	1	-7	0
CCOC(=O)c1[nH]c(C)c(/C(O)=C2\C(=O)C(=O)N(CCCN(C)C)C2c2ccncc2)c1C (stereo unspecified)	2	3	36	12	103	1	100	0.2	0	-1	-2
CC(C)(C)N1CC(c2nc3ccccc3n2Cc2ccc(Cl)cc2)CC1=O (stereo unspecified)	10	-1	10	10	100	-9	100	5.5	2	-6	-8

Four compounds from above, arranged by number of heavy atoms, lowest first:
SMILES	ABCG2 block	Bcl-XL Bim block	Avidin bead fluor	GSH bead fluor	RGS4-Gao reg	Bim-Bcl-2	RGS7-Gao	ABCB1 block	Bim-Bcl-W	Bcl-B Bim block	Bfl-1 Bim block
COc1ncnc2c1N=C1CC(C)(C)CC(N)=C1S2	0	0	5	6	97	1	101	0.1	-1	0	3
Cc1cc(Cl)ccc1OCC(=O)NNC(=O)c1cnccn1	20	-1	10	28	102	1	99	0.8	0	5	2
COc1ccc(NC(=O)NC23CC4(C)CC(C)(CC(C)(C4)C2)C3)cc1OC	28	-1	16	11	100	0	99	0.7	-2	0	0
Fc1ccccc1Cc1noc(CN2CCN(C/C=C/c3ccccc3)CC2)n1	0	-3	6	18	101	-8	97	0.9	-2	-4	-9

Next part.
SMILES	ABCG2 block	Bcl-XL Bim block	Avidin bead fluor	GSH bead fluor	RGS4-Gao reg	Bim-Bcl-2	RGS7-Gao	ABCB1 block	Bim-Bcl-W	Bcl-B Bim block	Bfl-1 Bim block
Cc1nc2c(cc1C(=O)N/N=C/c1ccc(O)c(O)c1)c(=O)n(C)c(=O)n2C	0	-3	12	11	83	-6	83	0.0	-3	-8	-9
COC(=O)C1=C(C)Nc2nnnn2C1c1cccs1 (stereo unspecified)	1	-7	8	66	93	-5	94	0.2	0	-9	-10
COc1ccc(NC(=O)CN(C)CC(=O)Nc2ccc(Cl)cc2[N+](=O)[O-])cc1	49	-5	15	11	104	-7	102	1.7	-2	-3	-5
CCOC(=O)Cn1c(=O)c2c(nc(Br)n2CC(=O)OCC)n(C)c1=O	6	0	15	15	103	-7	100	1.1	2	-3	-7
CC(C)CC(COCc1cccc(Cl)c1)N1CCN(C(=O)c2cccc(C(F)(F)F)c2)CCC1=O (stereo unspecified)	9	-1	7	16	95	3	97	4.6	3	3	7
O=C(NCCCn1ccnc1)c1cc(C2CC2)on1	2	0	6	17	99	-1	100	0.4	2	2	-8
Cc1nnc(SCC(=O)Nc2nc(C(C)(C)C)cs2)s1	9	-1	7	15	101	-12	102	0.7	2	-7	-13
O=c1c2ccccc2nc(-c2ccc(Cl)cc2Cl)n1O	0	-4	8	69	97	0	94	0.6	0	-1	1
CCCCC(=O)Nc1ccc(C(=O)NN2C(=O)c3ccccc3C2=O)cc1	2	-6	8	35	99	-3	103	-0.5	-4	-4	-5
O=C(CSc1cccc2cccc(Cl)c12)OCC(=O)N1CCN(C(=O)c2ccco2)CC1	2	-1	5	15	93	4	90	0.1	-3	0	4
CC(C)(C)NC(NC(=O)Cc1ccccc1)C(Cl)(Cl)Cl (stereo unspecified)	0	-3	38	12	99	-4	98	0.2	-1	-3	-1
CCC(=O)N=c1n(C)c2ccccc2n1CCOc1ccccc1	-1	-7	6	10	104	-2	101	-0.5	-3	-5	-4
CSc1cccc(NC(=S)N2CCCN(Cc3ccccc3F)C2)c1	-1	-5	8	25	97	1	92	-0.3	-7	-6	5
CCc1cccc(CC)c1NC(=O)COC(=O)c1ccccc1-c1nc2ccccc2s1	23	-3	11	10	101	-9	99	2.0	-5	-9	-10
CC1SC(C)C(=O)N(CC(=O)Nc2ccc3c(c2)OCO3)C1=O (stereo unspecified)	15	-5	14	9	97	-9	100	0.0	-2	-5	-13
COC(=O)c1ccc(NC(=O)c2ccccc2)o1	4	0	11	24	88	-5	91	0.2	1	-2	-2
COCCCNC(=S)NC1CC2CCC(C1)N2Cc1ccccc1 (stereo unspecified)	-1	-1	8	15	111	-1	113	0.2	0	5	2
CC(Sc1ncc(C(F)(F)F)cc1Cl)C(=O)NC(N)=O (stereo unspecified)	2	2	13	12	107	-2	?	0.7	3	3	-2
Cc1ccccc1-c1nc2sc(-c3ccccc3)cc2c(=O)o1	2	0	9	13	101	-13	102	0.0	0	-6	-12
CCCC(CCC)=NNC(=O)CN(Cc1ccccc1)S(=O)(=O)c1ccccc1	1	-12	15	15	92	-6	98	0.5	-6	-8	-14
Nc1cccc(-c2nc3ccccc3[nH]2)c1	-4	-5	33	22	99	-12	99	0.3	1	-8	-17
Cc1cc(C)n2nc(SCCOc3ccccc3)nc2n1	13	4	3	8	96	-1	93	0.7	0	2	-5
Cn1cc(/C=N\O)nc2c(=O)n(-c3ccccc3)c(=O)nc1-2	2	1	9	18	107	-2	104	-0.1	3	-1	7
Clc1ccc(Cl)c(-c2ccc(/C=N/c3ncn[nH]3)o2)c1	83*	-15	29	23	103	-15	99	4.1	-9	-12	-22
O=C(Nc1ccc2ccccc2c1)N1CCN(c2ncccc2C(F)(F)F)CC1	0	-4	4	19	100	0	86	-0.1	1	-3	-11
SMILES	ABCG2 block	Bcl-XL Bim block	Avidin bead fluor	GSH bead fluor	RGS4-Gao reg	Bim-Bcl-2	RGS7-Gao	ABCB1 block	Bim-Bcl-W	Bcl-B Bim block	Bfl-1 Bim block
CC1(C)CCCC2=C1CC1C(=O)N(Cc3cccnc3)C(=O)C1C2 (stereo unspecified)	5	-5	22	21	98	-12	97	0.8	-2	-6	-20
CCOc1ccc(C(=O)NC(=S)NCc2cccnc2)cc1[N+](=O)[O-]	10	0	4	13	96	-1	96	/	0	-1	0
CS(=O)(=O)Nc1ccccc1C(=O)NCCSCc1ccccc1	5	-5	5	13	99	-10	94	0.3	-1	-4	-4
O=C(NCc1ccco1)c1cccc(Nc2nc3ccc(Br)cc3[nH]2)c1	1	-14	9	36	104	-7	102	-0.2	-4	-4	-3
CCOC(=O)N1c2ccccc2Sc2ccccc21	1	2	11	10	98	-1	100	0.4	11	0	-3
Cc1ccc(C)c(NC(=O)CCCCCCCCCCC2COCCO2)c1 (stereo unspecified)	12	-7	13	12	102	-7	103	0.7	-5	-9	-5
Cc1nc2ccccc2n1CC(O)COC1CCCCC1 (stereo unspecified)	-1	-5	7	21	106	-4	101	-0.2	-6	-7	-3
O=C(Nc1ccccc1N1CCN(C(=O)c2ccc(Cl)cc2)CC1)c1ccc(Br)cc1	2	-12	6	33	102	-5	100	3.2	2	-9	-8
O=Cc1sc(Nc2ccccc2)nc1Cl	0	-2	15	16	101	0	100	0.1	-3	-7	-4
Cc1cccc(NC(=O)c2cnc3scc(C)n3c2=O)c1	4	-3	7	18	100	-5	103	-0.4	0	-5	-9
CCO[C@@H]1OC(C(=O)N2CCN(Cc3ccccc3)CC2)=C[C@H](c2csc3ccccc23)[C@H]1CCCO	5	-1	6	17	97	1	94	4.1	0	-4	-5
Cc1ccc(C(=O)NCCNc2ccc([N+](=O)[O-])cc2C(F)(F)F)cc1	27	0	12	13	102	-4	101	1.3	-2	-3	-5
Cc1ccc(/C(N)=N/OC(=O)c2ccc(F)cc2)cc1	6	4	12	32	98	2	95	0.4	1	6	2
O=S1(=O)CCC(NC(=S)N2CCCCCC2)C1 (stereo unspecified)	-2	-5	2	11	80	-2	80	-0.5	-3	-3	-1
Cn1c(=O)[nH]c(=O)c2c1nc(N1CCOCC1)n2CC(O)COc1ccccc1 (stereo unspecified)	0	-3	17	22	72	-7	88	-0.2	-4	-3	-3
Cc1cccc(Sc2c([N+](=O)[O-])ncn2C)c1	5	0	12	13	103	0	101	0.4	3	0	0
CCOc1cc(C(c2c(C)[nH][nH]c2=O)c2c(C)[nH][nH]c2=O)ccc1OS(=O)(=O)c1ccc(C)cc1	-1	-4	8	51	100	-4	98	-0.2	-2	-5	-6
O=C(NC(c1ccccc1)c1ccccc1)C1(c2cccs2)CCOCC1	-1	-5	16	17	101	-2	101	1.3	-2	-10	-11
CCCN(CCO)CCCc1ccccc1	1	-3	5	36	98	-8	99	0.1	-1	-9	-10
CN(CCNC(=O)C1CC(=O)N(c2ccc(F)c(Cl)c2)C1)Cc1ccccc1 (stereo unspecified)	9	-1	11	27	100	0	100	0.5	0	-4	-3

Outcome played no part in choosing rows; overall some 1.3% were active at least once.
